# C8 TRAIL sens – viability loss with TRAIL in NB7+C8 cells, primary screen, TRAIL sensitizer project, cell-based, ATPlite luminescence; inhibition (viability loss, TRAIL sensitization), % at 10 µM; 360,000 compounds, 1% hits; AID 624354, 2012;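 active = compounds causing at least 50% loss of cell viability in the single-dose screen, relative to plate controls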
# NR2E3 ag-1 – NR2E3 agonists in two-hybrid cells, primary screen, cell-based, luminescence, CHO-S, Gal4-NCOR/VP16-NR2E3; luciferase; inhibition of corepressor binding, % at 3.98 µM; 360,000 compounds, 0.35% hits; AID 602229, 2012;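 active = inhibition above the mean of all tested compounds plus 3 SD, cut at about 70% in these data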;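 note: 0% = DMSO with NR2E3 transfected cells and 100% = cells lacking NR2E3 construct; higher means lower luciferase signal from less NR2E3 corepressor binding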
# Target sequence (Q9Y5X4 whole entry, looked up, the tested form may be a part): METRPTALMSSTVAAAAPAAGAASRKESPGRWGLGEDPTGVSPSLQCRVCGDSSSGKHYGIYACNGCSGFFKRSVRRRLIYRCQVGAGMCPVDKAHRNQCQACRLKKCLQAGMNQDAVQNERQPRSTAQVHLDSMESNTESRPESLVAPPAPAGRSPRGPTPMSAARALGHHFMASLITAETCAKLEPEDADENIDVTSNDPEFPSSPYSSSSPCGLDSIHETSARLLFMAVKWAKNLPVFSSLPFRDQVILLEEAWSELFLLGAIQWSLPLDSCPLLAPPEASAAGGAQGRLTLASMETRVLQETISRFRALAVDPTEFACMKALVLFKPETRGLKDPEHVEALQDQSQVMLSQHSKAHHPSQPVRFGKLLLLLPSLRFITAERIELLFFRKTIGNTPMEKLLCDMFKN
# TRPM1 prom inh – inhibitors of MITF-dependent TRPM1 promoter reporter, primary screen, cell-based, SK-MEL-5, single point, luciferase; AID 488899, 2010; SK-MEL-5 TRPM1 promoter luciferase, 24 h; inhibition, % at 12.5 µM; 330,000 compounds, 0.83% hits;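 active = mean inhibition across replicates of 60% or more, whatever share of single replicates reaches that level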; note: values of inactives mirror those of a sister screen read the other way
# CF NFkB block – inhibitors of PAF-induced NF-kB signaling, primary screen, cell-based, GFP fluorescence, uHTS. KKLEB NF-kB-GFP reporter, GFP fluorescence overnight. inhibition, % at 5 µM. 360,000 compounds, 0.86% hits. AID 588850, 2011;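 active = at least 50% inhibition at 5 µM, scaled per plate between neutral and stimulator controls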;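 note: PAF is a Pseudomonas aeruginosa culture filtrate used as stimulus; plate controls were PAF-stimulated DMSO wells for no effect and unstimulated DMSO wells for full effect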
# HIF-2a block – HIF-2a reporter inhibitors, primary screen, luminescence, 786-0 RCC cells | 786-0 RCC cells HIF-2a reporter, luciferase luminescence, overnight | inhibition, % at 18.8 µM | 360,000 compounds, 0.72% hits;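 active = inhibition of the luminescence signal of 40% or more relative to plate controls, in a single-dose primary screen at 18.75 µM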
# KKLEB tox – cytotoxicity in KKLEB CF airway cells, primary screen, cytotoxicity control for CF NF-kB inhibitor project, cell-based, uHTS, fluorescence assay plates; KKLEB CF airway cells viability, ATPlite luminescence, overnight; stronger effect = lower value; cells stimulated with P. aeruginosa culture filtrate; activity change (cytotoxicity), % at 5 µM; 360,000 compounds, 0.36% hits;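 active = corrected activity change at or below -50% at 5 µM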
# Shn3 inh set2 – reduction of Shn3 3'UTR firefly luciferase signal, primary screen, Schnurri-3 inhibitor project, cell-based, Clone20 osteoblasts, set 2 | Clone20 osteoblast Shn3 3'UTR firefly luciferase, 24 h | inhibition, % at 12.5 µM | 360,000 compounds, 0.52% hits | AID 588674, 2011;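 active = mean inhibition of at least 75% with every replicate also reaching 75%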;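 note: 0% = median of neutral control wells and 100% = pilot-screen positive control compound; some compounds past the cut are filed as inactive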
# iPSC survival up – enhancers of single-cell hiPSC survival, primary screen, ATPlite luminescence | 100% = ROCK inhibitor wells, 0% = DMSO | survival enhancement, % at 20 µM | AID 602274, 2012 | 360,000 compounds, 0.044% hits; in the data active = survival enhancement above about 18%;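 note: cells exposed to compounds for 16 hours before the ATP read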
# NR2E3 ag-2 – inhibitors of NR2E3-RetCOR corepressor binding, primary screen, NR2E3 agonist project, biochemical, TR-FRET, GST-NR2E3, biotin-RetCOR | AID 2300, 2010 | 320,000 compounds, 0.12% hits | 1536-well | inhibition of corepressor binding, % at 4.78 µM;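 active = percent inhibition above the cutoff of mean plus 3 SD of all tested compounds, set per screening campaign, cut at about 20% in these data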;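 note: 0% = DMSO wells and 100% = biotin wells as full block of FRET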
#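 Assay system: NR2E3–RetCOR corepressor complex. Quantity: 1.35 nM GST-NR2E3. Buffer or medium: pH 7.5 Tris-based buffer. Reagent: biotinylated RetCOR corepressor at 7 nM final. Schedule: 5 h at 4 °C. Detection: TR-FRET, emission read at 617 and 671 nm. Replicates: one well per compound, singlicate testing.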
# EBV LMP1 NFkB – EBV LMP1-driven NF-kappaB luciferase reporter inhibitors, primary screen, cell-based, luminescence, single point; inhibition, % at 12.5 µM; LMP1-induced NF-kappaB luciferase reporter cells; 350,000 compounds, 0.69% hits; in the data active = inhibition above about 41%;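 note: 0% = neutral control wells and 100% = reference inhibitor control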
# Peg3 promoter – Peg3 promoter-driven luciferase inhibitors, primary screen, cell-based, HeLa, luciferase luminescence; HeLa PEG-Prom luciferase reporter, overnight; inhibition, % at 20 µM; 360,000 compounds, 1.7% hits; AID 588405, 2011;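 active = inhibition of at least 50% at 20 µM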
# The depositor's hits bear a star; x = no result given. The list is partial; the hit share may differ from the screen's.
# Start of the data: the first six compounds (preview)
no.	smiles	C8 TRAIL sens	NR2E3 ag-1	TRPM1 prom inh	CF NFkB block	HIF-2a block	KKLEB tox
1	Cc1ccccc1-c1cnc(C(O)c2ccc(C(C)(C)C)cc2)[nH]1 (stereo not given)	-17.5	6.4	x	-0.6	10.9	14.6
2	CC(=O)N1CC(C)Sc2ccc(S(=O)(=O)NCc3ccc(Cl)cc3)cc21 (stereo not given)	16.8	48.4	13.8	-7.5	6.1	-10.3
3	O=c1[nH]n(-c2ccccc2)c(=O)c2ccccc12	2.1	5.5	1.9	9.9	11.6	-5.3
4	Cc1cc(C)n(Cc2cnc(N3CCOCC3)s2)n1	8.3	0.2	-2.7	-6.6	14.8	11.5
5	Cc1nc(C)c(C(=O)C2=C(O)C(=O)N(CCN(C)C)C2c2ccco2)s1 (stereo not given)	-0.8	-19.0	-5.0	10.7	22.2	-5.8
6	COc1ccc2cc(C3(C)NC(=O)N(CC(=O)NCCC4=CCCCC4)C3=O)ccc2c1 (stereo not given)	4.1	17.9	1.1	8.4	13.2	-7.5

no.	Shn3 inh set2	iPSC survival up	NR2E3 ag-2	EBV LMP1 NFkB	Peg3 promoter
1	5.6	0.3	x	x	20.1
2	47.1	-0.4	5.2	9.5	12.5
3	5.4	0.1	-6.0	2.6	-8.3
4	-32.4	-0.9	0.9	-5.6	22.6
5	7.0	-0.9	-6.6	-5.8	14.7
6	14.9	-1.2	1.1	0.1	18.7

# The list itself, previewed entries included:
no.	smiles	C8 TRAIL sens	NR2E3 ag-1	TRPM1 prom inh	CF NFkB block	HIF-2a block	KKLEB tox
1	Cc1ccccc1-c1cnc(C(O)c2ccc(C(C)(C)C)cc2)[nH]1 (stereo not given)	-17.5	6.4	x	-0.6	10.9	14.6
2	CC(=O)N1CC(C)Sc2ccc(S(=O)(=O)NCc3ccc(Cl)cc3)cc21 (stereo not given)	16.8	48.4	13.8	-7.5	6.1	-10.3
3	O=c1[nH]n(-c2ccccc2)c(=O)c2ccccc12	2.1	5.5	1.9	9.9	11.6	-5.3
4	Cc1cc(C)n(Cc2cnc(N3CCOCC3)s2)n1	8.3	0.2	-2.7	-6.6	14.8	11.5
5	Cc1nc(C)c(C(=O)C2=C(O)C(=O)N(CCN(C)C)C2c2ccco2)s1 (stereo not given)	-0.8	-19.0	-5.0	10.7	22.2	-5.8
6	COc1ccc2cc(C3(C)NC(=O)N(CC(=O)NCCC4=CCCCC4)C3=O)ccc2c1 (stereo not given)	4.1	17.9	1.1	8.4	13.2	-7.5
7	O=Cc1ccc(OCCCOc2cccc3cccnc23)cc1	21.4	2.4	0.4	-6.4	-32.6	12.6
8	COC(=O)c1cc(NC(=O)c2ccco2)ccc1N1CCOCC1	4.7	6.3	1.9	-0.9	12.2	-4.2
9	CCCCN1Cc2cc(C(=O)c3cc(OC)ccc3O)cnc2NC1=O	-0.8	-10.4	-10.2	-9.0	-22.0	-1.2
10	COc1ccc(CCC(=O)OCC(=O)c2ccc(C)cc2)cc1	-1.1	1.7	5.9	-15.0	10.8	0.6
11	COc1ccc(C2C(C(=O)Nc3ccccc3OC)=C(C)Nc3ncnn32)cc1 (stereo not given)	-10.5	18.1	-2.7	18.7	12.4	-5.8
12	CCc1nc2ccccc2n1Cc1ccc(F)cc1	-5.9	-22.4	0.9	15.4	11.7	-22.0
13	Cc1cccc(NC(=O)COC(=O)CCCC2=NS(=O)(=O)c3ccccc3N2)c1	-17.9	-11.2	-2.1	-14.9	-5.2	10.7
14	CCOC(=O)c1cc2occc2n1CC(=O)NCCOC	1.1	-15.6	-6.4	-16.9	5.8	0.5
15	CCOC(=O)C1=C(Nc2ccc(OC)cc2)OCC1=O	9.2	-23.6	4.3	15.8	8.9	3.7

no.	Shn3 inh set2	iPSC survival up	NR2E3 ag-2	EBV LMP1 NFkB	Peg3 promoter
1	5.6	0.3	x	x	20.1
2	47.1	-0.4	5.2	9.5	12.5
3	5.4	0.1	-6.0	2.6	-8.3
4	-32.4	-0.9	0.9	-5.6	22.6
5	7.0	-0.9	-6.6	-5.8	14.7
6	14.9	-1.2	1.1	0.1	18.7
7	5.8	-0.2	0.5	-5.2	-48.2
8	-22.3	0.1	0.1	0.2	18.4
9	18.1	1.1	-0.8	-2.7	9.2
10	12.2	0.5	1.9	-7.8	6.0
11	-10.8	4.8	-2.0	0.7	7.0
12	3.6	-0.8	1.1	8.2	8.9
13	-5.2	0.0	-1.8	3.2	0.5
14	-12.5	0.0	3.9	-11.3	-6.8
15	3.6	-0.5	0.2	4.6	-3.5

# Further entries:
no.	smiles	C8 TRAIL sens	NR2E3 ag-1	TRPM1 prom inh	CF NFkB block	HIF-2a block	KKLEB tox
16	O=C(COc1ccc2ccc(=O)oc2c1)NC1CCS(=O)(=O)C1 (stereo not given)	3.2	-29.6	x	-44.4	12.3	17.6
17	CCSc1nnc(-c2ccccc2N=Cc2c(C)[nH]n(-c3ccccc3)c2=O)c(=O)[nH]1	-5.8	-48.6	-12.3	12.0	-2.7	3.7
18	CC(C)Nc1ncnc2c1cnn2-c1ccc(Cl)cc1	56.9*	-57.0	x	3.1	-118.5	-9.5
19	COc1ccc(OC)c(CN2CCN(c3ccccc3OC)CC2)c1	2.4	-22.0	1.1	-10.1	-1.5	-3.8
20	COc1ccc(S(=O)(=O)N(CC(=O)N2CCOCC2)c2ccc(F)cc2)cc1OC	7.0	-0.9	-5.7	2.9	6.3	-2.4
21	CCOc1cc(CNCCc2ccc(S(N)(=O)=O)cc2)cc(Cl)c1OCc1ccccc1	23.1	17.4	0.5	2.4	-94.0	-3.7
22	Cc1ccc(S(=O)(=O)NC(=O)C2(C)CCN2C(=O)Cc2ccc(Cl)cc2Cl)nc1 (stereo not given)	8.3	10.6	x	-9.4	8.0	-11.3
23	N#Cc1ccc(COC(=O)C2CC(=O)N(CCc3ccccc3)C2)cc1 (stereo not given)	-1.4	-3.8	-2.4	5.5	21.3	6.0
24	Cc1ccc(S(=O)(=O)N2CCCc3cc(NC(=O)c4c(F)cccc4F)ccc32)cc1	-18.2	24.8	2.9	-8.0	2.6	9.3
25	CCN(CC)C(=O)COc1c(-c2ccco2)oc2ccccc2c1=O	-6.0	2.4	0.7	-10.9	17.9	6.3
26	Cc1cc(/C=C2/C(=O)N(C)C(=S)N2C)c(C)n1C1CC1	-2.7	-23.6	-59.7	-3.4	-245.3	0.3
27	NC(=Nc1ccc(N)cc1)C(N)=Nc1ccc(N)cc1	-0.2	-10.9	-2.2	-18.2	13.6	1.8
28	O=C(C[n+]1ccc(/C=N/O)cc1)NC(=O)Nc1ccccc1	-2.5	-12.4	-2.0	12.0	-1.0	-12.0
29	CN1CCCN(C(=O)c2cccc(Br)c2)CC1	-1.2	20.9	1.9	-1.2	19.1	-4.1
30	Cc1cccc(Nc2nnc(C)c(=O)n2N)c1	-5.0	-25.8	-0.1	-0.4	-9.4	-2.5

no.	Shn3 inh set2	iPSC survival up	NR2E3 ag-2	EBV LMP1 NFkB	Peg3 promoter
16	1.6	2.7	x	x	11.6
17	1.5	1.5	-1.2	-0.7	-1.1
18	-8.0	-2.4	6.1	-5.0	-118.0
19	-9.6	-0.7	3.3	6.0	7.8
20	13.3	-0.7	0.4	-10.4	2.5
21	62.3	-3.2	-2.0	-16.0	6.4
22	-3.9	-0.8	x	x	8.1
23	-15.7	-0.3	x	4.4	9.8
24	42.3	0.1	-2.4	-1.8	14.8
25	3.9	-0.7	2.8	-7.5	10.9
26	-49.9	-0.6	-3.4	-37.6	-221.0
27	-25.1	0.6	-10.4	2.3	-10.8
28	-3.7	3.8	2.5	-2.0	-4.5
29	9.2	-0.4	1.1	-3.1	4.2
30	2.8	0.7	-0.3	7.6	-8.6

# (list continues)
no.	smiles	C8 TRAIL sens	NR2E3 ag-1	TRPM1 prom inh	CF NFkB block	HIF-2a block	KKLEB tox
31	COCCNc1cc(C)nc2cc(-c3ccc(C)cc3)nn12	10.5	-29.1	-47.1	-33.0	-182.2	-4.4
32	CC/C(=N\NC(=O)Nc1ccccc1)c1ccccc1	-16.4	-85.3	10.8	-19.4	-4.7	6.2
33	COCC(C)NS(=O)(=O)c1ccc(NC(=O)c2ccccn2)cc1 (stereo not given)	-0.3	-13.8	9.3	5.7	-27.0	4.1
34	O=C(CN1C(=O)c2ccccc2S1(=O)=O)NCCc1ccccc1	9.9	-17.3	4.8	-10.7	-1.6	1.5
35	OCC(O)CSc1nc(-c2ccccc2)nc2c1CCC2 (stereo not given)	-5.5	0.1	-9.5	0.1	21.2	3.7
36	O=S(=O)(Nc1nccs1)c1ccc(NS(=O)(=O)c2cccs2)cc1	-2.8	-16.4	-5.3	11.1	17.3	5.7
37	COc1cccc(NC(=O)CS(=O)(=O)Cc2nc(-c3ccc(C)cc3)oc2C)c1	5.1	25.5	9.0	3.2	14.5	1.5
38	O=C(CN(Cc1ccccc1)C(=O)CCC(=O)Nc1nccs1)NCC1CCCO1 (stereo not given)	-10.3	-3.2	-9.3	-10.1	10.3	1.9
39	O=C(CSc1nnc(-c2ccccn2)n1Cc1ccccc1)NC1CCCC1	-1.2	-6.2	9.2	-0.1	12.4	1.4
40	Cc1nn(CC(=O)NCCN2CCOCC2)c(=O)c2ccccc12	-3.9	-5.1	1.2	1.7	8.9	-3.7

no.	Shn3 inh set2	iPSC survival up	NR2E3 ag-2	EBV LMP1 NFkB	Peg3 promoter
31	-13.4	-1.4	-8.1	-4.6	-77.0
32	4.2	-1.2	0.0	4.2	-9.3
33	-8.7	0.5	-1.2	0.4	-17.7
34	8.8	2.7	5.5	6.2	1.6
35	25.3	-2.3	-1.4	-10.0	10.2
36	-8.2	-0.8	2.7	-1.1	4.1
37	5.9	-0.1	1.3	-1.8	14.9
38	-0.1	-0.1	4.1	-1.5	1.4
39	3.6	5.8	2.5	-18.7	9.2
40	-1.5	-1.5	1.4	2.2	13.7

# Source: PubChem BioAssay
